# High-throughput results (PubChem)
# aSyn tox rescue = inhibitors of alpha-synuclein toxicity in yeast | Potency, µM (top dose mostly 46.1 µM), inactives show at the highest dose growth rescue (activation), most hits filed as activators | hit rate 0.02% among 94,000 | S. cerevisiae alpha-synuclein toxicity rescue, BacTiter-Glo growth, 24 h; active means well fitted activation curve with a large enough effect; inconclusive means small, poorly fitted or top-dose-only effect; further: 0% is about no effect
#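 Growth restoration measured by BacTiter-Glo luminescence after 24 hr at 30 deg C; alpha-synuclein yeast, raffinose-pregrown to mid-log, were added at OD600=0.02 in galactose medium onto pinned compounds.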
# Numbers without * were called inactive; ? = inconclusive. Potency means the concentration at half of the fitted maximal effect. The list is partial; rates above refer to the full screens.
SMILES,aSyn tox rescue
CCc1cccc(C)c1NS(=O)(=O)c1cc(-c2cc(C)no2)ccc1C,-19%
O=C(O)CNS(=O)(=O)c1c(Cl)cccc1Cl,5%
Cc1ccc2c(c1)N(C(=O)CCC(=O)N1CCOCC1)CCO2,3%
CN(C)c1ccc(-c2nc3ccc(Cl)cn3c2Nc2ccc3c(c2)OCCO3)cc1,-12%
CCOc1ccc(NC(=O)c2c(Nc3ccc(OC)cc3OC)sc(C(=O)c3ccc(Cl)cc3)c2N)cc1,-1%
COc1ccc(-n2ccnc2SCC(=O)Nc2ccc3c(c2)OCO3)cc1,4%
CCOC(=O)c1ccc(N(C(=O)CNC(=O)c2ccco2)C(C(=O)NCC2CCCO2)c2ccc(OC)c(OC)c2)cc1 (configuration not stated),0%
COc1ccc(OCC(=O)N(Cc2cccc(OC)c2)C2CCS(=O)(=O)C2)cc1 (configuration not stated),-6%
COC(=O)c1ccc(S(=O)(=O)NCc2ccccc2)n1C,0%
COc1ccc(C)cc1NC(=O)C(c1ccccc1)N1CCN(CC(=O)N2CCOCC2)CC1 (configuration not stated),-8%
CCC1(CC)NC(=O)N(CC(=O)OCC(=O)Nc2ncc(Cl)cc2Cl)C1=O,1%
CCc1cc(C(=O)NC2CCCc3c2cnn3-c2ccc(F)cc2F)no1 (configuration not stated),7%
NS(=O)(=O)c1ccc(CCNC(=O)c2ccc3c(c2)OCO3)cc1,11%
N#CCCN(CCCN1CCOCC1)CN1C(=O)c2ccccc2C1=O,-5%
CCOc1ccc(OCCC(=O)NNC(=O)c2ccccc2Cl)cc1,-4%
CC(C)CCNC(=O)c1cn(C)c2ccc(S(=O)(=O)N3CCOCC3)cc2c1=O,2%
CCOc1cc(CNn2c(C)nnc2SCC(=O)NC(C)(C)C)ccc1OCC(=O)NC(C)(C)C,-14%
CCOC(=O)c1c(Nc2ccc(C)cc2)nnc(-c2ccccc2)c1-c1ccccc1,3%
O=S(=O)(c1ccccc1)c1nnn2c1nc(Nc1ccccc1)c1cc(Cl)ccc12,-13%
O=C(COC(=O)c1cc(S(=O)(=O)N2CCCCC2)ccc1Cl)NCc1ccco1,4%
COc1cccc(/C=C(\C#N)C(=O)Nc2ccc(NC(C)=O)cc2)c1OC,-13%
O=C(NCCc1ccccc1)c1cnc2sc(N3CCCCCC3)nn2c1=O,-2%
COc1ccc(CCNc2ccc(S(N)(=O)=O)cn2)cc1,7%
C[C@H](O)C#Cc1cnc2c(c1)C(=O)N([C@H](C)CO)C[C@@H](C)[C@@H](CN(C)Cc1ccc(-c3ccccc3)cc1)O2,3%
O=C(Nc1ccc(F)cc1F)C1CCCN1S(=O)(=O)c1cccc2nsnc12 (configuration not stated),13%
COc1ccc(Oc2ncnc3c2oc2ccccc23)cc1,3%
O=C(CSc1oc(-c2ccccc2)nc1S(=O)(=O)c1ccc(Br)cc1)c1ccccc1,1%
O=c1[nH]c(=O)c2nc(-c3ccc(Cl)cc3)cnc2[nH]1,-4%
CC(C)c1ccc(NC(=O)Cc2ccc(NC(=O)N3CCCCc4ccccc43)cc2)cc1,5%
CC(=O)c1ccc(NS(=O)(=O)c2ccc(-c3cc(C)no3)s2)cc1,-13%
CCc1ccccc1NC(=O)CSc1nc(-c2cccc(Cl)c2)nc2c1Cc1c(CO)cnc(C)c1O2,5%
O=C(Cn1cccc1C(=O)c1ccccc1)NCc1ccc(Cl)cc1,-4%
Cc1c(N)cc[n+](CC(=O)c2ccccc2)c1C,0%
CC(=O)c1ccc(NC(=O)c2ncn(-c3ccccc3)n2)cc1,0%
O=C(N=Nc1c(O)[nH]c2ccccc12)c1cc(-c2cccs2)[nH]n1,3%
COc1ccc(OC)c(S(=O)(=O)NCCS(=O)(=O)N2CCN(c3ccccc3F)CC2)c1,?
COc1ccc(Cn2c(=O)n(-c3ccccc3C)c(=O)c3c4c(sc32)CN(C(C)=O)CC4)cc1,8%
CCOC(=O)c1c(/N=C/c2cc(C)ccc2O)sc2c1CCN(C)C2,-1%
O=C(Cn1c(=O)oc2cc(S(=O)(=O)NCc3ccccc3)ccc21)N(CCO)Cc1ccccc1,4%
O=C(CN1CCN(Cc2ccccc2F)C1=O)NCc1ccccc1,2%
CCCCCCc1nc2nc(Cl)c(Cl)nc2[nH]1,-8%
CCN(C(=O)c1c(C)oc2ncnc(N3CCCCC3)c12)c1cc(C)ccc1C,-12%
O=C(N[C@H](C(=O)O)c1ccccc1)C1CCC(Cn2cnc3ccccc3c2=O)CC1 (some centres not stated),0%
CCCSc1ncc(Cl)c(C(=O)Nc2ccc(S(=O)(=O)N3CCCC(C)C3)cc2)n1 (configuration not stated),3%
Cc1cc(CNC(=O)c2ccc(C)c([N+](=O)[O-])c2)c2ccccc2n1,-6%
O=C(Cn1c(SCC(=O)Nc2ccc(F)cc2)nc2ccccc21)NCc1ccc(Cl)cc1,-1%
CC(Sc1nnc(-c2cccs2)n1N)C(=O)NCC1CCCO1 (configuration not stated),-8%
COc1ccc(-c2[nH]c(-c3ccc(C)cc3)nc2SCC(=O)NCc2ccco2)cc1OC,4%
CCn1c(SCC(=O)Nc2cccc(Cl)c2)nnc1-c1nonc1NC(C)=O,4%
CN(C)c1ccc(C(CNS(=O)(=O)c2cc(F)ccc2F)N2CCOCC2)cc1 (configuration not stated),-23%
CCN(CC)C(=O)c1sc2c(c1C)c(=O)n(-c1ccc(OC)cc1OC)c(=O)n2Cc1cc(C)ccc1C,1%
CCOC(=O)c1c(C)oc2ncnc(Nc3cc(C)cc(C)c3)c12,9%
COCCN(C(=O)COC(=O)CC(C)c1ccccc1)c1c(N)n(Cc2ccccc2)c(=O)[nH]c1=O (configuration not stated),2%
CC(C)Cn1c(C2CC(=O)N(c3ccccc3Cl)C2)nc2ccccc21 (configuration not stated),-1%
COc1ccc(NC(=O)c2cccc(N3C(=O)C4CC=C(C)CC4C3=O)c2)c(OC)c1 (configuration not stated),10%
CN(c1ccccc1)S(=O)(=O)c1cccc(NC(=O)C2CC(=O)N(Cc3ccccc3)C2)c1 (configuration not stated),-4%
COc1ccc(OC)c(S(=O)(=O)N2CCCC(C(=O)NCc3ccco3)C2)c1 (configuration not stated),-7%
COc1cc(/C=N/NC(=O)c2ccc(Cn3cc([N+](=O)[O-])cn3)o2)cc(Br)c1O,-2%
COc1ccc(Cl)cc1NC(=O)c1cc2ccccn2n1,-13%
CCCCCN(C(=O)CCC(=O)OCc1cccc(F)c1)c1c(N)n(CCCC)c(=O)[nH]c1=O,-4%
# The list goes on.
SMILES,aSyn tox rescue
Fc1ccc2c(c1)-c1c(cnc3cc(-c4ccc(Cl)cc4)nn13)CO2,-5%
CC(=O)Nc1cccc(NC(=O)NC2CC(=O)N(c3ccc4c(c3)OCCO4)C2)c1 (configuration not stated),-7%
COc1ccc(N2CC(C)Cn3c2nc2c3c(=O)n(Cc3ccccc3)c(=O)n2C)c(OC)c1 (configuration not stated),-2%
CC(C)(C)c1ccccc1NC(=O)c1cnn2c(C(F)F)cc(-c3ccccc3)nc12,1%
Cc1cc(OCC(=O)Nc2ccc(-c3nc4cc(Cl)ccc4o3)cc2)cc(C)c1Cl,-1%
N#CCCN(C(=O)COC(=O)C1CCN(S(=O)(=O)c2ccc3c(c2)OCCO3)CC1)c1ccccc1,4%
Cc1cccc(NC(=O)CSc2nc3ccccc3nc2N2CCCC2)c1C,-1%
N/C(=N\N=C\c1cccs1)SC1CC(=O)N(c2ccc(Br)cc2)C1=O (configuration not stated),-1%
CCCc1nc2ccc(NC(C)=O)cc2c(=O)n1Cc1ccc(Cl)cc1,?
CCS(=O)(=O)c1ccc(C(=O)N2CCN(c3nc4c(OC)ccc(C)c4s3)CC2)cc1,0%
COCc1cc(N2CCCC2)nc(-c2ccccc2)n1,1%
O=[N+]([O-])c1ccc(CN2CC(N3CCN(CCO)CC3)CS2(=O)=O)cc1 (configuration not stated),-10%
C=CCNC(=O)COc1ccc(Oc2ccccc2)cc1,-1%
CCCCOC(=O)Cn1c(=O)oc2ccc(C)cc21,-5%
CN(C(=O)C1CCCN(c2ncnc3c2nc2n3CCCCC2)C1)c1ccccc1F (configuration not stated),-10%
Cc1csc(NC(=O)c2ccc(C)s2)n1,-7%
Nc1c(C(=O)Nc2ccccc2)nnn1-c1ccc2c(c1)OCCO2,-9%
CCN(CC)C(=O)COC(=O)C1=NN(c2cc(C)ccc2C)C(=O)CC1,-1%
O=C(NCCCN1CCOCC1)C(=O)c1c[nH]c2ccccc12,-9%
CCC(Sc1nnc2c(n1)[nH]c1ccccc12)C(=O)Nc1nnc(C(C)C)s1 (configuration not stated),-7%
O=C(CCCn1c2ccccc2c(=O)c2ccccc21)Nc1cccc(Cl)c1,-11%
CCOC(=O)C(CCCCOc1cccc(CC)c1)C(=O)OCC,-4%
CN(C(=O)c1ccc2c(Cl)c3c(nc2c1)CCC3)c1ccccc1,2%
COc1ccccc1CNC(=O)CN1C(=O)CCc2cc(S(=O)(=O)N3CCOCC3)ccc21,-1%
O=C(O)C1=C(C(=O)O)C2CCC1C2,0%
CC(C)c1nc(SCC(=O)N2CCCC2)c2c(=O)n(C)c(=O)n(C)c2n1,-5%
CCn1c(CN2CCC(C)CC2)nc2cc(S(=O)(=O)N3CCCCC3)ccc21,4%
Cc1cccc(OC(=O)c2nc(SCc3ccccc3F)ncc2Cl)c1,-18%
Cc1ccc(N2C(=O)c3ccc(C(=O)N4CCN(Cc5ccccc5)CC4)cc3C2=O)cc1,-6%
COc1ccc(CNC(=O)CCCn2nc(C)n3ccnc3c2=O)cc1,-1%
Cc1ccc(C)c(NC(=O)CSc2nc(-c3ccccc3Cl)nc3c2Cc2c(CO)cnc(C)c2O3)c1,-6%
COc1ccc(CCNC(=O)c2cc(S(=O)(=O)N3CCCCC3)c[nH]2)cc1OC,0%
O=C(c1cc(C2CC2)nn1-c1ccccc1)N1CCN(S(=O)(=O)c2ccc(F)cc2)CC1,1%
CCOc1ccccc1NC(=O)Cn1c(=O)n(Cc2ccco2)c(=O)c2sc3ccccc3c21,-1%
Cn1c(=O)n(C)c2cc(S(=O)(=O)Nc3ccccc3C(=O)O)ccc21,1%
CC(=O)NC(Cc1cccc(C)c1)C(=O)NC1CCN(S(=O)(=O)c2ccccc2)CC1 (configuration not stated),6%
COc1ccc(OC)c(Cc2nnc(CCC(=O)N3CCCCC3c3nccs3)o2)c1 (configuration not stated),-6%
COCCCNC(=O)c1cc(Sc2nnc(C)s2)nc2ccccc12,-2%
Cc1ccc(CN2CC(C(=O)N(Cc3nnc(-c4ccccc4Cl)o3)C3CC3)CC2=O)cc1 (configuration not stated),2%
COc1ccc(CCNC(=O)CSc2nnc(-c3ccc(C)cc3)c(-c3ccc(C)cc3)n2)cc1OC,-5%
O=C(N/N=C/c1cn(CC(=O)N2CCOCC2)c2ccccc12)c1cccnc1,2%
CCOC(=O)N1CCN(C(=O)CSCC(=O)Nc2nc(-c3ccc(C)cc3)cs2)CC1,-4%
C[C@H](O)[C@@H]1CN2CCc3c([nH]c4ccccc34)[C@@H]2C[C@@H]1N(C)Cc1cc(Cl)cc(Cl)c1,13%
Cc1ccc2nc(-c3ccc(Br)cc3)cc(C(=O)NCC3CCCO3)c2c1 (configuration not stated),-15%
CCCCCn1c(=NC(C)=O)c(C#N)cc2c(=O)n3ccccc3nc21,0%
Cc1c(C(=O)NNC(=O)c2csc(N3CCOCC3)n2)oc2ccc(Br)cc12,0%
CCn1c(CN2CCCCC2)nc2cc(NC(=O)c3ccc([N+](=O)[O-])cc3)ccc21,-5%
CCCc1nn2c(=O)cc(COC(=O)c3ccco3)nc2s1,-10%
CCOc1ccc(CNC(=O)CCn2cccn2)cc1OC,8%
